CHO parental Ca = ATP-evoked calcium signal inhibitors, parental CHO, primary screen, counter-screen for OX1R antagonist project, cell-based, fluorescence, Fluo-8 calcium dye. parental CHO-K1, ATP-induced calcium, Fluo-8 fluorescence. inhibition, % at 5.6 µM. 330,000 compounds, 0.63% hits. AID 463079, 2010;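 active = inhibition above that plate's mean sample inhibition plus 3 SD, cut at about 26% in these data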;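 note: 0% = ATP-challenged DMSO wells and 100% = DMSO wells without ATP; some compounds past the cut are filed as inactive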
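material = parental CHO cells | also added = ATP as calcium-mobilizing challenge | dosing = single point at 5.6 µM | detection = intracellular calcium via Fluo-8 no-wash fluorescent dye | read-out = % inhibition | benchmarks = low control ATP plus DMSO, high control DMSO only | repeats = one well per compound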
CHO-K1 Ca ag = counter-screen for M1 agonists: effect in parental CHO-K1 cells. Fluo-8 calcium fluorescence; scaled to maximal ATP response, vehicle zero. activation, % at 3 µM. 360,000 compounds, 0.48% hits. AID 602248, 2012; in the data active = activation above about 15%;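 note: untransfected CHO-K1 host cells lacking M1 receptor as counterscreen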
OXTR agonist = human OXTR agonists, primary screen, fluorescence, CHO-OTR cells, Fluo-8 calcium; Oxytocin receptor (Homo sapiens), P30559; Fluo-8 calcium fluorescence; normalized: DMSO 0%, oxytocin 100%; activation, % at 3 µM; 320,000 compounds, 0.32% hits;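 active = activation above the mean of all tested compounds plus 3 SD, cutoff set per screening run, cut at about 20% in these data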;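 note: peak over basal fluorescence ratio from a 100 s FLIPR kinetic read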
CHO-K1 Ca antag = counter-screen for M1 antagonists: effect in parental CHO-K1 cells; ATP-induced calcium, Fluo-8 fluorescence; inhibition, % at 3 µM; 360,000 compounds, 0.6% hits;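 active = inhibition above a per-plate cutoff, the plate's mean sample inhibition plus 3 SD, cut at about 24% in these data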;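 note: 0% = DMSO plus EC80 ATP and 100% = DMSO alone without ATP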
OXTR potentiate = human OXTR potentiators, primary screen, fluorescence, CHO-OTR cells, Fluo-8 calcium | Oxytocin receptor (Homo sapiens), P30559 | Fluo-8 calcium fluorescence, potentiator mode; 0% = oxytocin EC15, 100% = EC100 | activation, % at 3 µM | 320,000 compounds, 0.061% hits | AID 2445, 2010;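 active = activation above that plate's cutoff, the mean activation of tested compounds plus 3 SD, cut at about 6.6% in these data, passing the limit was not always enough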;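 note: 100% uses oxytocin at 75 nM as the full agonist control; some results filed as inactive read as strong as hits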
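Measured by – Fluo-8 calcium dye fluorescence · Test system – human OTR in CHO cells · Dosing – one concentration, 3.0 µM compound · Controls – EC15 oxytocin alone as 0%, 75 nM oxytocin as 100% · Evaluation – normalized max/min fluorescence ratio, % activation · Timing – 6 min pre-incubation, 100 s read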
CHO-K1 Ca PAM = nonselective calcium activators in parental CHO-K1 cells, primary screen, counter-screen for M1 PAM project, cell-based, Fluo-8 calcium fluorescence, full deck, 1536-well; ATP EC20; 0% at ATP EC20, 100% at ATP max; activation, % at 3 µM; 360,000 compounds, 0.02% hits;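 active = activation above the run cutoff, the mean activation of all test compounds plus 3 SD, cut at about 40% in these data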;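 note: peak over basal fluorescence ratio in a 140 s read after ATP addition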
TAAR1 antag = human TAAR1 antagonists, primary screen, Fluo-8 calcium fluorescence, CHO RD-HGA16 cells; antagonist; inhibition, % at 3 µM; 360,000 compounds, 1.5% hits; AID 624466, 2012;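 active = inhibition above a per-plate cutoff, the mean inhibition of test compounds on that plate plus 3 SD, cut at about 49% in these data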;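 note: 0% = DMSO plus EC80 beta-PEA response and 100% = DMSO alone without agonist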
Target sequence (Q96RJ0 whole entry, looked up): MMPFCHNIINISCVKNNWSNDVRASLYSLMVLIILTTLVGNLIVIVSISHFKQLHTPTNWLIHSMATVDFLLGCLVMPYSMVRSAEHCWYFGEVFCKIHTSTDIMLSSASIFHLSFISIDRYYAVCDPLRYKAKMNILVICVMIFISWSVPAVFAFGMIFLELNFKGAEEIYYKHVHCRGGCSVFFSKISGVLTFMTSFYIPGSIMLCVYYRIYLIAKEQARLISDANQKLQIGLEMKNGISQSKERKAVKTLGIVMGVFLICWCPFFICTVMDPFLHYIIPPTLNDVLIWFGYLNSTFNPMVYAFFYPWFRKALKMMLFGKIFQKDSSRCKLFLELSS
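Material: RD-HGA16 CHO cells with stable hTAAR1 and Gα16; Dosing: single nominal final test compound concentration of 3 µM; Schedule: seeding 17-24 h prior, 75-min 37 °C, 30-min RT dye loading; Detection: kinetic Fluo-8 calcium fluorescence measurement; Measure: % inhibition from peak post-agonist over basal fluorescence ratio; Benchmarks: vehicle and agonist controls.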
GPR7 antag = GPR7 receptor antagonists, primary screen, cell-based, fluorescence, single concentration; Neuropeptides B/W receptor type 1 (Homo sapiens), P48145; GPR7-expressing cells, fluorescence antagonist assay; inhibition, % at 4.4 µM; 290,000 compounds, 1.1% hits; in the data active = inhibition above about 16%, passing the limit was not always enough;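 note: cells stimulated with the agonist NPW; 0% = agonist with vehicle and 100% = vehicle without agonist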
Target sequence (P48145 whole entry, looked up): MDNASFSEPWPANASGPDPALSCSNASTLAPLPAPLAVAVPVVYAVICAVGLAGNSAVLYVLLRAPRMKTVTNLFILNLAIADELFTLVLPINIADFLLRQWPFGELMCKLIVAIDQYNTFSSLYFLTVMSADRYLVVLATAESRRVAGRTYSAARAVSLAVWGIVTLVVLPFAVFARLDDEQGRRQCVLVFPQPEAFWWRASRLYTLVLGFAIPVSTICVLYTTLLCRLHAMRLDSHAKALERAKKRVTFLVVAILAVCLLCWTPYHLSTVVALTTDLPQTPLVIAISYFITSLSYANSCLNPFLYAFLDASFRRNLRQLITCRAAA
V1aR counter = agonists of human V1a receptor, primary screen, counter-screen for OXTR agonist project, fluorescence, CHO-V1R cells. Vasopressin V1a receptor (Homo sapiens), P37288. Fluo-8 calcium fluorescence, agonist mode; 0% DMSO, 100% 3 nM vasopressin. activation, % at 3 µM. 320,000 compounds, 0.25% hits. AID 2797, 2010;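 active = activation above the mean activation of all tested compounds plus 3 SD, per screening run, cut at about 20% in these data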;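 note: signal is peak over basal fluorescence ratio across a 100 second FLIPR read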
Target sequence (P37288 whole entry, looked up): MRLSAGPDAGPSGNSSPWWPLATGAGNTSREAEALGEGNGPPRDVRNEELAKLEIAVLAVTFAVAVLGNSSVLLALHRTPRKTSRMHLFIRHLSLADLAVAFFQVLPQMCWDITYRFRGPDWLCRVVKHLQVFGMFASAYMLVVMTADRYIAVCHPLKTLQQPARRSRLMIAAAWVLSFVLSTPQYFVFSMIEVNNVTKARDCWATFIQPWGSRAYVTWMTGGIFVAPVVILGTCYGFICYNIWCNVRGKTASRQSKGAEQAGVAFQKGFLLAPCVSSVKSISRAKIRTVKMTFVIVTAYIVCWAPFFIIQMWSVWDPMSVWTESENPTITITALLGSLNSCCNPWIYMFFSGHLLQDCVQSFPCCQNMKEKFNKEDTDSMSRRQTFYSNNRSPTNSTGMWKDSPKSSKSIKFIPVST
Numbers without * were called inactive; x = no result given.

SMILES	CHO parental Ca	CHO-K1 Ca ag	OXTR agonist	CHO-K1 Ca antag	OXTR potentiate	CHO-K1 Ca PAM	TAAR1 antag	GPR7 antag	V1aR counter
CCN1CCc2c(sc(NC(=O)Cc3ccccc3)c2C(=O)OC)C1	-7	-0.2	0.5	-19	-5	27	-36	-4	1.6
Cc1ccc(C(=O)Nc2c(C#N)c(C)c(C)n2Cc2ccccc2)cc1	-25	2.6	-2.2	-6	-4	8	-3	14	-1.6
CCOC(=O)c1ccc(NC(=O)c2cccc(C)c2[N+](=O)[O-])cc1	2	3.0	2.3	-10	-8	-5	-20	2	3.0
CCOCCCNC(=O)C(c1ccc(Cl)cc1)N(Cc1ccc2c(c1)OCO2)C(=O)CNC(C)=O (stereo unspecified)	0	1.0	0.6	-5	-3	18	-24	-4	0.4
Cc1ccc(NC(=O)c2ccccc2NC(=O)CCC(=O)O)cc1	9	-0.3	-0.5	-1	2	8	-10	-9	-0.2
COc1cccc(CN2CCNC(=O)C2CC(=O)N(C)CCc2ccccn2)c1OC (stereo unspecified)	-3	x	-0.2	x	-3	x	x	-7	1.1
O=C(OCc1csc(-c2ccccc2)n1)c1ccccc1O	-4	0.3	-1.5	-5	-11	-16	4	-6	-0.6
COc1cc2[nH]c(C(=O)NCC3CCCO3)cc2c(OC)c1OC (stereo unspecified)	-3	2.3	0.0	-11	-18	6	4	7	0.5
O=C1NC(=O)/C(=C\c2ccc(Cl)nc2)S1	-5	1.2	1.4	-7	-4	14	-9	0	7.5
Cc1ccc(NC(=S)NNC(=O)c2cn(C)nc2C)cc1	-7	0.0	0.1	2	-5	6	7	5	1.8
Cn1nc(C(F)(F)F)c2cc(C(=O)Nc3ccc(F)c(Cl)c3)sc21	-18	2.4	2.4	-6	-6	12	12	-1	1.1
O=C(O)[C@@H](c1ccccc1)N1Cc2ccccc2C1=O	2	-0.1	-0.8	30*	2	-10	-3	-14	0.0
Cc1ccc(C)c(CN2C(=O)CSc3ccc(C(=O)N4CCCC4)cc32)c1	-18	0.4	-2.3	-17	-2	17	-10	0	-1.3
COc1nnc(-c2ccc(N3CCOCC3)c(NC(=O)c3ccco3)c2)c2ccccc12	-14	-0.2	-1.0	5	-5	6	-8	-8	-0.6
Cn1c(=O)c2c(nc(NCCOc3ccc(C(C)(C)C)cc3)n2C)n(C)c1=O	-11	2.2	3.3	-1	-7	15	-13	0	3.2
CN(Cc1ccccn1)Cc1nc(Cc2ccccc2Cl)no1	-10	0.1	-1.8	-1	-2	19	-3	-4	1.2
CC(=O)c1sc(NC(=O)c2cc(-c3ccccc3)nn2-c2ccccc2)nc1C	-18	0.8	-1.1	3	-6	7	3	3	0.6
CCC1CCCCN1C(=O)c1cccc(S(=O)(=O)Nc2cc(C(F)(F)F)ccc2Cl)c1 (stereo unspecified)	-35	2.0	-2.1	5	-8	8	2	-8	5.8
CCc1nnc(NC(=O)CN2CCN(Cc3ccc(C)cc3)CC2)s1	-12	-0.2	-0.1	-1	1	14	-21	-16	0.4
COc1nccnc1NS(=O)(=O)c1ccc(NC(=S)NC(=O)c2ccc(F)c(F)c2)cc1	0	0.8	1.3	-8	-8	8	-6	0	1.1
CCOC(=O)Nc1c(Cl)n(C)c(=O)n(C)c1=O	-11	0.0	-0.5	-7	-6	-3	2	-5	2.3
Cc1c(C(=O)N2CC(C)OC(C)C2)[nH]c2ccc(Br)cc12 (stereo unspecified)	x	5.6	x	-15	x	13	-17	-4	x
Cc1ccc(S(=O)(=O)N(C)c2ccc(OCC(=O)OCc3ccc(C#N)cc3)cc2)cc1	-2	1.0	6.1	-8	-6	6	37	x	5.2
Cc1ccc(Nc2nc3c([nH]2)c(=O)n(C)c(=O)n3C)cc1	-15	0.9	-1.9	-8	-5	-2	-2	-7	-0.6
O=C(CCCN=C1NS(=O)(=O)c2ccccc21)OCc1cc([N+](=O)[O-])cc2c1OCOC2	-15	7.1	-0.4	-14	-16	18	-8	-7	1.5
Cc1cc(C(=O)c2ccc3ccccc3c2)c(C)o1	-12	0.0	-1.7	-6	5	6	-28	x	-1.6
CC(C)Cn1c(SCC(=O)N2CCCc3ccccc32)nc2ccccc2c1=O	-17	x	-2.1	x	-3	x	-23	-2	-0.9
O=[N+]([O-])c1ccccc1N/N=C/c1ccccc1	-2	0.6	-0.5	-8	4	13	7	-12	0.9
CCOC(=O)CNS(=O)(=O)c1ccc(S(=O)(=O)NC2CC2)cc1	-10	11	0.7	-9	-8	11	-2	-3	0.7
Cc1onc(-c2ccccc2Cl)c1C(=O)NCc1ccccn1	-6	7.2	-0.6	-14	4	0	-17	6	0.3
Oc1c(Br)cc(Br)cc1C=Nc1cccnc1	-10	0.5	1.0	17	-4	-23	9	-14	2.1
CC1(C)OC(=O)C(=NNc2ccccc2[N+](=O)[O-])C(=O)O1	-4	1.6	0.7	-17	-15	26	-5	-3	0.5
CC(=O)Oc1ccc(C(=O)Nc2ccccc2C(=O)N2CCCCC2)cc1	-3	0.9	-0.6	-24	-19	12	-6	-13	-0.3
OC1(c2cccc(F)c2)CCN(Cc2ccncc2)CC1	-14	-0.1	0.6	2	-13	-1	13	6	-0.7
COCCn1c(SCC(=O)Nc2ccccc2)nnc1-c1ccoc1C	-12	0.4	0.1	-12	-2	3	-7	-18	1.3
CC(C)NS(=O)(=O)c1ccc(OCC(=O)N2CCN(c3ccccc3)CC2)cc1	-6	0.7	-0.4	-4	-5	7	-5	2	-0.2
O=C1c2ccccc2C(=O)C1c1ccc(Br)cc1	3	2.9	-1.4	-15	-7	14	13	0	0.2
O=C(Cn1ccn(-c2ccc(F)c(F)c2)c(=O)c1=O)NCCc1ccccc1	-17	0.0	0.1	-4	-10	-6	-12	24	-0.2
COCCN(C(=O)C(C)N1C(=O)c2ccccc2C1=O)c1c(N)n(CC(C)C)c(=O)[nH]c1=O (stereo unspecified)	x	0.1	x	16	x	1	14	x	x
CC(C)(C)CC(C)(C)N1CNC(=S)NC1	-9	0.1	0.1	6	-3	-11	-12	-12	-1.2
O=C(c1cc(Cl)ccc1Cl)N1CCc2ccccc21	-15	-0.1	-1.7	-13	3	23	-17	0	-1.9
CCN(CC(=O)Nc1ccc(NC(C)=O)cc1)C(=O)c1ccccc1SCc1c(C)noc1C	-25	1.9	-0.5	-2	-8	-6	30	x	0.4
Cc1c(Cl)cccc1NC(=O)CCN1C(=O)C2CC=CCC2C1=O (stereo unspecified)	-4	2.0	-0.1	-14	-9	11	-22	-16	0.0
COc1ccc2c(CC(=O)OCC(=O)Nc3ccccc3[N+](=O)[O-])coc2c1	-10	1.5	1.3	5	-9	-5	1	-2	3.5
COc1ccc(NC(=O)C2(N(CC(C)C)C(=O)Cn3nnnc3N)CCCCC2)cc1	-8	0.1	0.0	25*	-13	-8	8	7	0.3
Nc1nonc1-n1nnc(C(=O)N/N=C/c2cccs2)c1-c1ccc2c(c1)OCO2	-22	42*	35*	-31	-12	20	66*	-17	52*
N#CCCn1cc(C(=O)NCc2ccccc2)c(-c2cccs2)n1	-14	1.4	0.3	-14	4	10	-12	12	-0.3
CCOc1ccc(NC(=O)CCS(=O)(=O)c2ccc3c(c2)CCCN3C(=O)CC)cc1	-19	0.2	-1.4	-1	-8	9	1	-2	0.1

Two compounds drawn at random from the list so far, as already listed:
SMILES	CHO parental Ca	CHO-K1 Ca ag	OXTR agonist	CHO-K1 Ca antag	OXTR potentiate	CHO-K1 Ca PAM	TAAR1 antag	GPR7 antag	V1aR counter
O=[N+]([O-])c1ccccc1N/N=C/c1ccccc1	-2	0.6	-0.5	-8	4	13	7	-12	0.9
Cc1ccc(C(=O)Nc2c(C#N)c(C)c(C)n2Cc2ccccc2)cc1	-25	2.6	-2.2	-6	-4	8	-3	14	-1.6

Continuation.
SMILES	CHO parental Ca	CHO-K1 Ca ag	OXTR agonist	CHO-K1 Ca antag	OXTR potentiate	CHO-K1 Ca PAM	TAAR1 antag	GPR7 antag	V1aR counter
CC1(C)OC(=O)C(=NNc2ccc(Br)cc2)C(=O)O1	-1	4.7	4.9	2	-4	-3	13	2	6.3
FC(F)(F)C1=Nc2cccc3cccc(c23)N1	x	-0.6	x	-2	x	-8	-14	x	x
Cc1ccc(-c2nn(-c3ccccc3)cc2CO)o1	-3	0.9	-0.5	-11	-9	23	2	8	0.3
O=C(O)CNc1nc(-c2ccccc2)nc2ccccc12	-2	0.4	-0.1	-23	-7	20	3	-4	0.2
Cc1cccc(C)c1OCCSc1nc2ccccc2n1CC(=O)O	-4	0.0	-0.1	0	0	10	-8	0	0.3
CC(=O)c1c(C)[nH]c(C(=O)OC(C)C(=O)Nc2cc(S(=O)(=O)N3CCCCC3)ccc2Cl)c1C (stereo unspecified)	-3	0.6	-0.2	-3	-9	5	-5	-8	0.5
COc1ccc(CCNC(=O)CS(=O)(=O)Cc2nc(-c3ccc(C)cc3)oc2C)cc1OC	-39	1.4	2.5	-15	-7	32	-25	-6	5.8
O=C(CSc1nnnn1-c1ccccc1)Nc1ncc(Cc2ccccc2Cl)s1	-9	0.4	1.0	-8	1	13	-1	2	-0.7
COc1ccc(C(=O)Nc2ccnc(-c3cccnc3)n2)cc1	-14	0.3	-0.2	-9	-7	1	4	-6	-0.5
O=C(Cn1cccn1)N1CCCC(N2CCN(Cc3ccc4c(c3)OCO4)CC2)C1 (stereo unspecified)	-4	0.8	0.2	2	-6	14	5	1	0.2
CCOC(=O)c1cccc(NC(=O)CCS(=O)(=O)c2cccs2)c1	-12	0.8	0.0	16	-15	-7	-9	-1	0.4
CC(C)NC(=O)CN(c1cccc([N+](=O)[O-])c1)S(=O)(=O)c1ccccc1	-21	-0.2	-0.7	10	2	6	-10	4	0.9
O=C(Nc1ccccc1)N1CCc2c([nH]c3ccccc23)C1C(F)(F)F (stereo unspecified)	-7	1.2	-0.4	-20	-4	20	4	-12	0.1
COc1cc(CN2C[C@@H](CO)O[C@@H](n3cnc4c(Nc5ccccc5)ncnc43)C2)cc(OC)c1OC	x	5.4	x	33*	x	-15	60*	x	x
Cc1ccc(S(=O)(=O)Nc2nc3ccc(S(C)(=O)=O)cc3s2)cc1	-4	0.0	-0.2	-9	2	13	-16	-7	0.4
Cc1ccc(C(=O)N=c2sccn2C)cc1S(=O)(=O)N1CCOCC1	-15	0.5	-0.8	-6	-8	-21	-18	x	-1.5

Bioassay records (PubChem BioAssay)
